Screening results (PubChem BioAssay)
TEAD-YAP inh: TEAD-YAP interaction inhibition | HEK-TIYL cells, TEAD-Gal4/YAP UAS-luciferase luminescence | inhibition, % at 9.12 µM | AID 1259422 | 640,000 tested, 1.4% active; in the data active = inhibition above about 32%;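 note: 0% = median of test compound wells and 100% = reference inhibitor wells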
FBW7 act: activators of human E3 ligase FBW7; Q969H0; AlphaScreen FBW7–phospho-cyclin E peptide binding, activator screen; normalized activity (activation), % at 26.1 µM; 650,000 tested, 0.13% active; AID 1259310; in the data active = normalized activity above about 1.9%;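 note: purified mutant Fbw7 with reduced substrate affinity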
MITF inh: blocks human microphthalmia-associated transcription factor | O75030 | AlphaScreen MITF homodimerization, bead proximity signal | inhibition, % at 2.6 µM | 650,000 tested, 0.91% active | AID 1259374; in the data active = inhibition above about 50%;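 note: 0% = vehicle wells with protein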
Target sequence (O75030 whole entry, looked up): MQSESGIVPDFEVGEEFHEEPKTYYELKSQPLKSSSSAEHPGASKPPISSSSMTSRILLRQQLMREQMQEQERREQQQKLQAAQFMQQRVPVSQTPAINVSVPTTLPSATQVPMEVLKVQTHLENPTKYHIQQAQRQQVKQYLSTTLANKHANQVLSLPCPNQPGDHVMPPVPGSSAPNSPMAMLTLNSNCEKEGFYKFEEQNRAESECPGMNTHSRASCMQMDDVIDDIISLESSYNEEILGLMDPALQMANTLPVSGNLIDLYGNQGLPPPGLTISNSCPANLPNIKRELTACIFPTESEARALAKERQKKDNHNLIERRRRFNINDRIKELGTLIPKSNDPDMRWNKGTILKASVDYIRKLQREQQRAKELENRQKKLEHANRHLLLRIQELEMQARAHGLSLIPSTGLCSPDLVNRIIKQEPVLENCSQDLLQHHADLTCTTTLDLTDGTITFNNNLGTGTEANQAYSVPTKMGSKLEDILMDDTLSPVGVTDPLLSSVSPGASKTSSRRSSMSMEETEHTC
GPR151 activ: activators of human GPR151. activation, % at 11.2 µM. 650,000 tested, 1% active. AID 1508602. PathHunter beta-arrestin GPR151 cells, luminescence; in the data active = activation above about 4.9%;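 note: 0% = median of compound wells and 100% = cells with positive control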
Target sequence (Q8TDV0 whole entry, looked up): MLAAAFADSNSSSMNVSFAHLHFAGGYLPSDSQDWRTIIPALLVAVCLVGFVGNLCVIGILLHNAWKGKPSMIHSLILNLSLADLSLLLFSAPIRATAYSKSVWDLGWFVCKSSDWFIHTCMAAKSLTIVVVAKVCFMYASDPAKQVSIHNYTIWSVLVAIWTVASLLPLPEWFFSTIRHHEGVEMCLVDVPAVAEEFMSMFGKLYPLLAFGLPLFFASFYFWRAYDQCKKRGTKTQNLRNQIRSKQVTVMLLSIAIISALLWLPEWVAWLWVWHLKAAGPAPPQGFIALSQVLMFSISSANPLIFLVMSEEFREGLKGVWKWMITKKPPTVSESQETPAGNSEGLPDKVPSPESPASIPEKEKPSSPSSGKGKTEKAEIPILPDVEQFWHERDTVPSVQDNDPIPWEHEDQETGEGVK
* = called active by the depositor.

SMILES | TEAD-YAP inh | FBW7 act | MITF inh | GPR151 activ
COc1ccc2c(c1)cc(C)c1n[nH]c(=O)n12 | 6.5 | -0.1 | 1.1 | 0.5
CC(=O)c1ccc(NC(=O)CSc2nnc(-c3ccc(Cl)cc3Cl)n2N)cc1 | -5.9 | -0.1 | -10.3 | -0.5
COc1cc(NS(=O)(=O)c2ccc(NC(=O)c3ccccc3O)cc2)nc(OC)n1 | -0.1 | -0.1 | 13.2 | -1.0
O=c1c(NC2CCCc3ccccc32)c(-c2ccccc2)c1=O (configuration not stated) | 1.8 | -0.1 | -6.0 | 1.9
O=C1/C(=C\c2ccc(F)cc2)C2=C(C(=O)N(c3ccccc3)C2c2ccc(Br)cc2)N1c1ccccc1 (configuration not stated) | 0.2 | 0.0 | 11.2 | -1.4
O=S(=O)(NCCOc1cccc2cccnc12)c1ccc(F)cc1 | -1.6 | 1.0 | 19.8 | 1.0
CC(=O)c1ccc(-n2nnnc2SCC(=O)Nc2nc(C)c(C)s2)cc1 | 4.7 | -0.1 | 6.9 | 0.1
Cn1nccc1C(=O)Oc1cccc(/C=N/NC(=O)c2ccccc2O)c1 | 42.3* | 0.1 | 5.6 | -3.1
CS(=O)(=O)N(CC(=O)Nc1ccc(Br)cc1F)Cc1ccccc1 | 5.5 | 0.7 | 9.1 | 1.4
COC(=O)C1CCN(Cc2ccc3c(c2)CN(C(=O)c2ccccn2)CCO3)CC1 | 1.6 | 0.0 | -2.5 | -1.6
CN1CCN(CC#Cc2ccccc2)CC1CCO (configuration not stated) | 3.8 | 0.1 | 7.8 | 1.5
O=C(NC1CCCC1)C(c1ccccc1F)N(CC1CCCO1)C(=O)c1csnn1 (configuration not stated) | -4.0 | -0.1 | -7.2 | 0.3
Cc1cc(C)c2c(n1)sc1c(=O)n(CC(=O)NCc3ccccc3)cnc12 | 4.2 | 0.1 | -1.0 | 0.4
Cc1cc2c(cc1Cl)N1CCS(=O)(=O)N=C1S2 | 3.6 | 0.0 | -0.2 | 1.0
Cc1cccc(-n2ncc3c(Nc4cccc(F)c4)ncnc32)c1 | -45.3 | -0.1 | -8.6 | -0.6
COc1ccc(C2Nc3ccccc3C(=O)N2c2ccc(Cl)cc2)cc1COc1ccccn1 (configuration not stated) | -78.8 | 0.6 | -7.7 | -2.8
O=C(Nc1ccc(-c2nc3ccccc3[nH]2)cc1)c1ccc(Cl)c([N+](=O)[O-])c1 | -1.8 | 0.6 | 0.3 | 0.0
CCn1c(=O)c(C(=O)Nn2c(C)nc3ccccc3c2=O)c(O)c2ccccc21 | 7.0 | 1.1 | -1.2 | 0.7
COc1ccc([N+](=O)[O-])cc1NC(=O)Cc1c(C(=O)O)[nH]c2ccccc12 | -6.9 | -0.1 | 4.2 | 0.5
O=C(NCCc1cccs1)c1cc(C2CC2)on1 | -36.2 | 0.0 | -0.3 | -0.4
CC(C)NC(=O)N1CCCC(c2nnc(Cc3ccc(F)cc3)o2)C1 (configuration not stated) | -2.7 | 0.0 | 0.8 | 1.3
COc1ccc(/C=C2\N=C(c3ccccc3[N+](=O)[O-])OC2=O)cc1 | 0.6 | 0.0 | 14.8 | 0.0
O=C(c1cc2c(s1)CCCC2)n1cccn1 | 10.3 | 0.4 | -1.3 | -0.1
CN1CCN(CC(=O)Nc2ccc3ccccc3c2)CC1 | -30.7 | 0.6 | 15.6 | -0.1
CCNC(=O)CC1C(=O)N(c2ccc(OC)cc2)C(=O)N1CCOC (configuration not stated) | -8.7 | 0.0 | -8.7 | -0.4

Part of the list above, comma-delimited.
molecule,TEAD-YAP inh,FBW7 act,MITF inh,GPR151 activ
COc1ccc(C2Nc3ccccc3C(=O)N2c2ccc(Cl)cc2)cc1COc1ccccn1 (configuration not stated),-78.8,0.6,-7.7,-2.8
O=C(Nc1ccc(-c2nc3ccccc3[nH]2)cc1)c1ccc(Cl)c([N+](=O)[O-])c1,-1.8,0.6,0.3,0.0

Next section.
SMILES | TEAD-YAP inh | FBW7 act | MITF inh | GPR151 activ
CC(C)c1nnc(C2CCN(C(=O)NCCc3ccccc3)CC2)o1 | 0.6 | 0.7 | 1.4 | -1.4
COC(=O)Cn1c(=NC(=O)c2ccc([N+](=O)[O-])o2)sc2cc(OC)ccc21 | 12.3 | 0.1 | -1.3 | 1.8
OCCNc1nc(Nc2ccc(C(F)(F)F)cc2)nc2c1ncn2C1CCCCC1 | -0.8 | 0.1 | 4.3 | -1.5
COc1ccc(OC2OC3COC(C)(C)OC3C(O)C2NC(C)=O)cc1 (configuration not stated) | -1.1 | 0.2 | -4.0 | 1.5
Cc1c(C(=O)N(C)CC(O)CO)sc2ncnc(NCc3ccc4c(c3)OCO4)c12 (configuration not stated) | -10.5 | 0.0 | 17.0 | 1.4
Cc1cc(-c2ccccc2)n(-c2ccc(Cl)cc2)n1 | -1.6 | 0.0 | 13.0 | 0.7
COc1cc2nc(-c3ccc4c(c3)C(=O)N(c3ccccc3OC)C4=O)oc(=O)c2cc1OC | -3.4 | 0.0 | -7.9 | -0.2
CCOc1cc(C(N)=O)cc(Br)c1OCc1ccccc1 | -7.3 | 0.0 | -1.0 | 3.1
COCC(C)NC(=O)c1cc(-c2ccco2)on1 (configuration not stated) | -22.4 | -0.1 | 0.7 | -0.5
CN1C(=O)c2ccccc2C(C(=O)NCCCN2CCOCC2)C1c1c[nH]c2ccccc12 (configuration not stated) | 8.3 | -0.1 | 6.8 | -0.1
CCCCSc1nnc(CCC)n1N | -3.3 | 0.7 | 2.8 | -1.4
COc1ccc(C2=[N+]([O-])C(C)(c3cccc([N+](=O)[O-])c3)N(O)C2C)cc1 (configuration not stated) | -3.1 | 0.1 | 7.4 | 0.2
C[n+]1ccccc1/C(=N/O)c1ccccc1 | -4.2 | -0.1 | 7.3 | -0.9
CCc1nnc(NC(=O)C2CCCCC2C(=O)O)s1 (configuration not stated) | -2.5 | -0.1 | -7.3 | 0.2
O=[N+]([O-])c1ccc(-c2nnn(CCCOc3ccccc3)n2)cc1 | -1.6 | -0.1 | 2.2 | 0.7
CN(C)S(=O)(=O)c1ccc(N=Cc2c(O)n(-c3ccc(Cl)cc3)c(=O)[nH]c2=O)cc1 | 9.5 | 1.1 | 5.3 | 1.1
O=C(NC12CCC3CC(CC(C3)C1)C2)c1ccc(Br)cc1 | 2.4 | 0.0 | 0.6 | 0.7
O=C(c1ccncc1)N1CC[C@@H]2[C@H](CCCN2C(=O)CCC2CCCCC2)C1 | -8.7 | -0.2 | 5.8 | -0.3
COc1ccc(CNC(=O)C/C(C)=N/NC(=O)OCc2ccc(OC)cc2)cc1 | -8.4 | -0.3 | -12.0 | 1.2
COC(=O)c1c[nH]n2c(=O)c(Cc3ccccc3Cl)c(C)nc12 | 23.0 | -0.1 | 0.3 | 0.1
COc1ccccc1N1CCN(C(=O)NCc2noc3ccc(C)cc23)CC1 | 4.9 | 0.1 | 2.5 | -1.7
CCSc1nnc(NC(=O)Cc2ccc(OC)cc2)s1 | -10.7 | -0.1 | -34.6 | -0.9
COc1cccc(C(=O)N2CCN(Cc3ccccc3C(F)(F)F)CC2)c1 | -9.2 | -0.1 | 71.0* | 0.6
CCOc1ccc(C(=O)Nc2cc(-c3nc4ccccc4[nH]3)ccc2C)cc1Cl | -50.5 | -0.1 | -9.3 | 1.0
COc1nc(NCCN2CCOCC2)nc(Nc2ccc(I)cc2C)n1 | 2.1 | 0.0 | 5.1 | 2.0

In the list so far, these have a COOH group:
SMILES | TEAD-YAP inh | FBW7 act | MITF inh | GPR151 activ
COc1ccc([N+](=O)[O-])cc1NC(=O)Cc1c(C(=O)O)[nH]c2ccccc12 | -6.9 | -0.1 | 4.2 | 0.5
CCc1nnc(NC(=O)C2CCCCC2C(=O)O)s1 (configuration not stated) | -2.5 | -0.1 | -7.3 | 0.2

(further entries)
SMILES | TEAD-YAP inh | FBW7 act | MITF inh | GPR151 activ
CC(C)c1ccc(C2C(C(=O)c3ccco3)=C(O)C(=O)N2Cc2cccnc2)cc1 (configuration not stated) | -8.7 | -0.3 | -4.5 | 0.5
CCOC(=O)C1=C(C)N=c2s/c(=C\c3cccc(O)c3)c(=O)n2C1c1ccc2c(c1)OCO2 (configuration not stated) | -6.3 | -0.1 | -3.9 | -0.2
COC(=O)c1c(NC(=O)C2CCCCC2C(=O)O)sc2c1CCCCC2 (configuration not stated) | 5.1 | -0.1 | 8.0 | 0.5
O=C(N/N=C/c1cccc2ccccc12)C(=O)N/N=C/c1cccc2ccccc12 | 0.2 | 0.3 | 5.4 | -0.7
O=C(O)c1ccc(Nc2nc(-c3ccc([N+](=O)[O-])cc3)nc3ccccc23)cc1 | -1.0 | 0.0 | -1.3 | 0.1
CCOC(=O)C1=C(CC)NC2=C(C(=O)CCC2)C1c1ccc(N(CC)CC)cc1 (configuration not stated) | -3.1 | 0.1 | 17.8 | 1.2
O=C(NC(=S)NNC(=O)C(c1ccccc1)c1ccccc1)C(Cl)Cl | 5.3 | 0.0 | -6.4 | 0.4
CC1CCCC(NC(=O)CNC(=S)N(Cc2ccccc2)Cc2cccs2)C1C (configuration not stated) | 2.1 | 0.3 | 10.4 | -0.6
c1ccc2c(CN3CCOc4ccc(CN5CCOCC5)cc4C3)c[nH]c2c1 | 2.7 | -0.1 | 2.8 | -0.4
CC(=O)Oc1ccc(-c2c(C#N)c(N)nc(SCC#N)c2C#N)cc1 | 3.3 | -0.4 | -17.3 | -0.2
COc1ccc(C(=O)Nc2ccc(NC(=O)c3cccc(OC)c3)nc2)cc1 | 14.1 | -0.1 | -12.3 | 0.9
S=C(NCC1CCCO1)Nc1ccc(Br)cc1 (configuration not stated) | -26.3 | -0.1 | 1.4 | 1.4
COc1ccc(Cl)cc1NC(=O)c1cc2nc(-c3ccccc3)cc(C)n2n1 | 1.3 | 0.1 | -10.6 | 0.3
COC(Cn1c(-c2cccc(S(=O)(=O)N(C)C)c2)n[nH]c1=S)OC | -7.4 | -0.2 | 4.8 | 0.6
Cc1cccc(NC(=O)CSc2nc(=O)n(CCCN3CCOCC3)c3c2CCC3)c1C | 11.4 | 0.0 | 3.0 | -0.1
CN(Cc1ccccc1)C(=O)CCn1c(=O)[nH]c2ccccc2c1=O | 0.1 | 1.1 | 3.9 | 0.2
COc1cc2c(cc1OC)-c1nnc(-c3ccc(Br)cc3)n1C(C)(C)C2 | 8.9 | -0.1 | 8.5 | 1.1
COc1cccc(NC(=O)N2CCC(CO)(Cc3ccccc3Cl)CC2)c1 | -0.7 | 0.1 | -5.4 | 1.7
CCOc1ccc(NC(=O)C(C)C)c([N+](=O)[O-])c1 | -5.2 | -0.1 | 2.1 | -1.3
Nc1nc(-c2cccc([N+](=O)[O-])c2)cs1 | -7.4 | 0.0 | 13.8 | -0.6
Cc1cc(NC(=O)c2cc(CC(C)C)on2)no1 | -13.4 | 0.1 | 3.3 | -1.8
O=C(c1nn2c(c1Cl)NC(c1ccco1)CC2C(F)(F)F)N1CCN(c2ccccc2)CC1 (configuration not stated) | 10.9 | -0.1 | -1.2 | 1.7
COC(=O)Cn1cnc2scc(-c3ccc(OC)c(OC)c3)c2c1=O | -7.9 | 0.0 | -2.7 | -0.1
CC1=NNC(=O)C1CC(=O)N/N=C/c1ccccn1 (configuration not stated) | 4.3 | -0.3 | 5.8 | -0.2
CSc1ccccc1C(=O)Nc1sccc1-c1nc2ccccc2s1 | 8.6 | 0.1 | -21.6 | 1.0

Grouped by structure: those above containing a CF3 group
SMILES | TEAD-YAP inh | FBW7 act | MITF inh | GPR151 activ
OCCNc1nc(Nc2ccc(C(F)(F)F)cc2)nc2c1ncn2C1CCCCC1 | -0.8 | 0.1 | 4.3 | -1.5
COc1cccc(C(=O)N2CCN(Cc3ccccc3C(F)(F)F)CC2)c1 | -9.2 | -0.1 | 71.0* | 0.6
O=C(c1nn2c(c1Cl)NC(c1ccco1)CC2C(F)(F)F)N1CCN(c2ccccc2)CC1 (configuration not stated) | 10.9 | -0.1 | -1.2 | 1.7

Next section:
SMILES | TEAD-YAP inh | FBW7 act | MITF inh | GPR151 activ
Cc1ccc(OCc2nc(-c3ccc(Cl)cc3)no2)cc1 | 3.5 | 0.3 | 10.8 | -0.1
CCOC(=O)c1c(NC(=O)N/N=C/c2ccccc2OCC)sc(C(C)=O)c1C | 5.5 | 0.1 | 5.1 | -0.3
O=C(NN1C(=O)C2CC=C(Cl)CC2C1=O)c1ccncc1 (configuration not stated) | 0.8 | 1.0 | 13.2 | 1.3
COc1ccc2c(c1)NC1(CCN(C(=O)c3ccc(Cn4cccn4)o3)CC1)c1cccn1-2 | -2.3 | -0.2 | -8.3 | 0.5
N#CC1(Nc2ccc(Br)cc2)CCCCC1 | -0.2 | -0.1 | -6.4 | -0.2
O=C(O)CCC(=O)N1N=C(c2ccc(Br)cc2)CC1c1ccccc1 (configuration not stated) | -5.2 | -0.1 | -0.6 | 0.6
C/C(N)=C(/C#N)C(=O)COC(=O)C1Cc2ccccc2CN1S(C)(=O)=O (configuration not stated) | -4.0 | -0.1 | 7.8 | -1.7
OCC1CCCN(c2nc3nonc3nc2NC2CCCC2)C1 (configuration not stated) | 3.6 | 0.4 | 8.9 | -1.4
O=C(Cc1ccccc1)Nn1c(-c2cccs2)nc2ccccc2c1=O | -5.3 | 0.5 | 7.8 | 0.3
CCN(CC)c1ccc(CN2CCOc3ccc(C(C)(O)CN(C)C)cc3C2)cc1 (configuration not stated) | 2.9 | 0.1 | 11.3 | 0.2
CCN(CC)C(=O)C1CCCN(Cc2ccc3c(c2)CN(Cc2ccc4c(c2)OCCO4)CCO3)C1 (configuration not stated) | -6.6 | -0.2 | 3.9 | 2.0
O=C(O)CNS(=O)(=O)c1cc(Cl)c(Cl)cc1Cl | -7.4 | 0.2 | 10.1 | -0.6
CCn1c(SCC(=O)Nc2ccc(NC(C)=O)cc2)nnc1-c1cccs1 | 1.0 | 0.0 | 8.3 | 1.6
CCc1cc2c(N3CCCCCC3)ncnc2s1 | 0.5 | 0.0 | 2.4 | 0.8
